Assay outcomes as filed in PubChem.
LEDGF integ inh = blocks HIV-1 LEDGF/p75-dependent DNA integration | TR-FRET IN-LEDGF/p75 DNA integration, Eu/Cy5 | inhibition, % at 3.7 µM | actives 0.64% (n = 370,000) | AID 743269;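 active = inhibition above the screen-wide mean plus 3 SD, cut at about 13% in these data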;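 note: signal is the Cy5 over europium emission ratio at 671 and 618 nm; 0% = plate median of compound wells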
Tn7 DDE FP = DD(E)-Tn7 binding inhibition, primary FP screen; AID 720508; inhibition, % at 8.3 µM; P02675; FP displacement of FITC-Tn7 peptide from fibrin DD(E); 0% = median of compound wells per plate; actives 0.13% (n = 370,000);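 active = inhibition above the mean of compounds falling within the control limits plus 3 SD of them, cut at about 14% in these data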;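 note: 0% = plate median of compound wells and 100% = 10 µM Aha-Tn7 peptide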
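Test system: human clot-derived fibrin DD(E) complex / Quantity: 2 µM final DD(E) protein / Incubation: 10 min plus 3 h, room temperature / Measured by: fluorescence polarization / Benchmarks: high control of 10 µM Aha-Tn7 peptide / Replicates: singlicate testing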
TDP2 inh = TDP2 (human) inhibition, absorbance primary screen; O95551; recombinant TDP2, T5PNP hydrolysis, p-nitrophenol absorbance 415 nm; inhibition, % at 12.8 µM; actives 0.34% (n = 370,000); AID 720702;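 active = inhibition above the mean of all tested compounds plus 3 SD, set per campaign, cut at about 25% in these data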;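 note: 0% = DMSO with enzyme and 100% = buffer with substrate but no TDP2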
Target sequence (O95551 whole entry, looked up): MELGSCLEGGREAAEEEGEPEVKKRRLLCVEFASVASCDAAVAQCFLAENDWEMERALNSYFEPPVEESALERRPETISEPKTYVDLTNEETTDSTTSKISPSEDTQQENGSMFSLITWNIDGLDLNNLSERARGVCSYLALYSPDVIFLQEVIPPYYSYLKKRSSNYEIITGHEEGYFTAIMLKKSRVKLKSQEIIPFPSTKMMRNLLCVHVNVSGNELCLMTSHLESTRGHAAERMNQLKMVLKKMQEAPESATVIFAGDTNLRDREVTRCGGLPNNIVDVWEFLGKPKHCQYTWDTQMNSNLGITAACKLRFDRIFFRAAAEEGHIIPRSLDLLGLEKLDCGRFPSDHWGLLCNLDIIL
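test system = human TDP2 enzyme | input = TDP2 enzyme at 120 nM final | medium = 50 mM Tris-HCl pH 7.5 with Mg2+, KCl, DTT, BSA | also added = T5PNP substrate, 5 mM | times = 2 h at 37 °C | technique = epi absorbance | benchmarks = high control without enzyme, low control DMSO plus TDP2 | replication = each compound tested once, singlicate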
SIAE primary = inhibitors of human sialic acid acetylesterase SIAE; Q9HAT2; SIAE FP-Rh probe binding, fluorescence polarization; inhibition, % at 9.66 µM; actives 0.69% (n = 370,000);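 active = inhibition above a cutoff: mean of compounds within the control limits plus 3 SD of those, cut at about 17% in these data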;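 note: 0% = plate median of compound wells and 100% = probe without SIAE protein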
KLK7 zymogen act = activators of human kallikrein-7 zymogen; P49862; purified proKLK7, EDANS-DABCYL substrate fluorescence; 100% is mature enzyme control, 0% vehicle; activation, % at 7 µM; actives 0.9% (n = 370,000);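 active = activation above the mean of all tested compounds plus 3 SD, computed per campaign excluding outliers beyond control limits, cut at about 13% in these data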
TCR CD3 inh = human TCR-CD3 binding inhibition; TAMRA-labeled TCR probe fluorescence, biochemical; inhibition, % at 9.4 µM; actives 0.37% (n = 360,000); AID 651800; in the data active = inhibition above about 19%;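 note: recombinant mutant TCR 2C K166C tagged with TAMRA read by polarization; 0% = receptor in buffer alone and 100% = receptor with positive control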
PRMT1 FP inh = inhibitors of human PRMT1; Q99873; recombinant PRMT1, activity-based probe fluorescence polarization; inhibition, % at 2.79 µM; actives 1.3% (n = 370,000); AID 652257;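 active = inhibition above about 21% made by adding two undisclosed values, limit read from the data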
Target sequence (Q99873 whole entry, looked up): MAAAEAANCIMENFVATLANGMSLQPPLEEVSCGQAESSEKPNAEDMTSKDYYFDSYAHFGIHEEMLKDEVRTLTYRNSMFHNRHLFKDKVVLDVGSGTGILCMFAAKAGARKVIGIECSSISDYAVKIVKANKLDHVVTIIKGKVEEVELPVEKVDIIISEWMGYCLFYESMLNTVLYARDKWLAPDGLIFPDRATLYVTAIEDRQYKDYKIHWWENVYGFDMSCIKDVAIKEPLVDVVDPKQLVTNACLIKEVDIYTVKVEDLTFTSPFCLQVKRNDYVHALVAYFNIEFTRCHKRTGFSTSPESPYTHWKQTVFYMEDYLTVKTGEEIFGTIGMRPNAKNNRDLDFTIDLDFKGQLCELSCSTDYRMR
MBD2 DNA inh = inhibitors of human MBD2 binding to methylated oligonucleotide; AID 686964; inhibition, % at 4.4 µM; TR-FRET; actives 0.31% (n = 370,000); in the data active = inhibition above about 13%
UHRF1 binding = human UHRF1 methylated DNA binding inhibitors. Q96T88. UHRF1 binding to methylated oligo, TR-FRET. inhibition, % at 4.4 µM. actives 0.75% (n = 370,000); in the data active = inhibition above about 21%;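 note: UHRF1 SRA domain binding a hemimethylated CpG hairpin DNA probe; 0% = median of test compound wells and 100% = reference inhibitor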
Tn6 DDE FP = DD(E)-Tn6 binding inhibition, primary FP screen | Fibrin DD(E) TRITC-Tn6 fluorescence polarization displacement | P02675 | AID 720509 | inhibition, % at 8.3 µM | actives 0.21% (n = 370,000);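 active = inhibition above a per-campaign cutoff: mean of compounds within control limits plus 3 SD, cut at about 15% in these data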;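 note: 0% = median of all compound wells on the plate and 100% = blocking peptide control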
An asterisk follows results filed as active; nt = not tested or not shown; & = joins results of further samples.

#	Molecule	LEDGF integ inh	Tn7 DDE FP	TDP2 inh	SIAE primary	KLK7 zymogen act
1	O=C1CC(N2CCN(c3ncccn3)CC2)C(=O)N1CCc1ccccc1 (stereo not drawn)	-4	12	8	-1	0.8
2	COc1ccccc1NS(=O)(=O)c1ccc(C(=O)NCc2ccco2)cc1	-1	-3	-4	6	-0.2
3	O=C(c1cccs1)N1CCN(c2cc(Cl)ccc2Cl)CC1	8	-3	-12	-6	0.8
4	CC1=CC(=O)C(C(C)C)=C/C1=N\OS(=O)(=O)c1ccc(F)cc1	-1	-1	2	8	nt
5	Cc1ccc(C2c3c(oc4ccccc4c3=O)C(=O)N2c2nncs2)cc1 (stereo not drawn)	-3	2	-1	-3	0.4
6	Cc1ccccc1-n1c(SCC(=O)O)nc2sc3c(c2c1=O)CCCC3	2	2	2	4	0.5
7	Cc1ccc(C(=O)NC(=S)c2c(C)cc3ccccn23)cc1	5	-6	7	1	0.2
8	Cc1c(C(=O)OCC(=O)NCc2ccco2)cccc1[N+](=O)[O-]	5	3	0	4	0.2
9	CCc1nnc(NC(=O)Cc2c[nH]c3ccccc23)s1	-2	-2	11	0	0.1
10	CC(=O)c1ccc(OCC(C)C)c(CN2CCCCC2)c1	-3	-1	0	3	0.4
11	Cc1ccccc1NC(=S)Nc1ccc(Br)cc1	1	5	17	1	0.1
12	COc1ccc(Cl)cc1C=CC=Nc1ccc(S(N)(=O)=O)cc1	6	5	-11	-25	-4.0

#	TCR CD3 inh	PRMT1 FP inh	MBD2 DNA inh	UHRF1 binding	Tn6 DDE FP
1	-6	3	1	-2	-4
2	-5	-2	-3	-2	3
3	-3	-3	-4	0	-6
4	nt	9	1	2	3
5	0	1	4	1	-7
6	2	-4	-3	-3	-2
7	-7	-1	-4	-7	3
8	-1	-4	-1	4	5
9	-4	0	0	4	1
10	8	2	1	0	4
11	1	-3	3	-3	-3
12	-2	-7	-2	1	-2

Profiles from above. Screens in order: LEDGF integ inh | Tn7 DDE FP | TDP2 inh | SIAE primary | KLK7 zymogen act | TCR CD3 inh | PRMT1 FP inh | MBD2 DNA inh | UHRF1 binding | Tn6 DDE FP
`CC1=CC(=O)C(C(C)C)=C/C1=N\OS(=O)(=O)c1ccc(F)cc1` reads -1 | -1 | 2 | 8 | nt | nt | 9 | 1 | 2 | 3
`CC(=O)c1ccc(OCC(C)C)c(CN2CCCCC2)c1` reads -3 | -1 | 0 | 3 | 0.4 | 8 | 2 | 1 | 0 | 4
`Cc1c(C(=O)OCC(=O)NCc2ccco2)cccc1[N+](=O)[O-]` reads 5 | 3 | 0 | 4 | 0.2 | -1 | -4 | -1 | 4 | 5
`O=C(c1cccs1)N1CCN(c2cc(Cl)ccc2Cl)CC1` reads 8 | -3 | -12 | -6 | 0.8 | -3 | -3 | -4 | 0 | -6

Additional compounds:
#	Molecule	LEDGF integ inh	Tn7 DDE FP	TDP2 inh	SIAE primary	KLK7 zymogen act
13	CCCN(CC(=O)Nc1ccccc1OC)C(=O)c1ccncc1	0	-3	-1	4	-0.7
14	O=C(Cn1nnc2c(sc3nc4c(c(-c5ccccc5)c32)CCC4)c1=O)c1ccccc1	-1	6	-1	8	-0.6
15	COCCn1c(SCC(=O)N2CCOCC2)nnc1-c1ccncc1	-2	5	4	2	-0.2
16	NNC(=O)CN1C(c2ccc(Br)cc2)=Nc2ccc(Br)cc2C1c1ccccc1 (stereo not drawn)	-1	2	-5	-16	-9.4
17	CCN(C(=O)COC(=O)CN1C(=O)c2ccccc2C1=O)c1ccccc1	5	-4	-11	-10	-0.7
18	COc1cc(S(=O)(=O)n2cnc(C)c2)ccc1Br	0	-8	10	5	0.4
19	CCOc1ccc(C(=O)N2CCCCCC2)cc1	2	-3	-10	4	-0.4
20	CN(Cc1ccc(Cl)cc1)C(c1cc2ccccc2o1)c1nnnn1C(C)(C)C (stereo not drawn)	-1	4	-6	-7	-0.2
21	Cc1c(Cl)ccc2sc(N3CCN(C(=O)C4=COCCO4)CC3)nc12	3	-3	6	1	-0.1
22	C/C(CC(=O)NC1C2CC3CC(C2)CC1C3)=N\NC(=O)Cc1cccs1 (stereo not drawn)	-3	-8	-13	0	-0.2
23	O=C(/C=C/Nc1ccc(S(=O)(=O)Nc2ncccn2)cc1)c1ccc(Cl)c(Cl)c1	1	-3	6	-3	0.6
24	Cn1c(NC(=O)c2ccccc2F)c(-c2cccs2)c(=O)c2ccccc21	2	-1	5	-3	0.4

#	TCR CD3 inh	PRMT1 FP inh	MBD2 DNA inh	UHRF1 binding	Tn6 DDE FP
13	-2	0	3	0	7
14	1	2	2	1	-2
15	7	0	1	-2	-1
16	2	-2	1	-5	1
17	2	2	0	-1	9
18	10	0	2	-5	-2
19	-2	0	5	3	-1
20	3	-1	-4	-3	-6
21	-4	-2	2	1	7
22	0	-2	3	13	-10
23	-3	-1	-2	1	-4
24	-13	4	-4	1	5

Next section.
#	Molecule	LEDGF integ inh	Tn7 DDE FP	TDP2 inh	SIAE primary	KLK7 zymogen act
25	O=C(CSc1nc2ccccc2c(=O)n1Cc1ccco1)N1CCCCCC1	-3	-4	10	0	-0.1
26	CCCCC(CC)C(=O)NCc1ccc(F)cc1 (stereo not drawn)	-1	6	-1	9	-0.1
27	COc1cc(C(=O)OC(C)CN2CCN(C)CC2)cc(OC)c1OC (stereo not drawn)	-3	4	-14	0	0.2
28	CCCn1c(SCC(=O)N2CCCC2=O)nc2ccccc2c1=O	-2	2	-6	5	-0.6
29	Cc1cc(C(=O)Nc2c[nH]c(=O)[nH]c2=O)ccc1[N+](=O)[O-]	1	2	-2	0	0.0
30	CN(C(=O)C1CCCCC1)C1CCS(=O)(=O)C1 (stereo not drawn)	1	-2	-14	-1	0.4
31	c1ccc(-n2nnnc2NC2CCCCCC2)cc1	0	-1	-13	2	-0.4
32	OCCN1CCN(CC(O)COc2ccc3ccccc3c2)CC1 (stereo not drawn)	0&0	5&-5	-6&0	-2&-6	1.0&-0.3
33	Cc1ccc(/C=N/Nc2nncn2N)cc1	65*	-8	78*	2	-0.7
34	CCCC(O)(CCC)C(=O)NNc1ccccc1	0	1	0	1	-0.3
35	Cc1ccc2c(c1)C(O)(c1c(C)[nH]c3ccccc13)C(=O)N2 (stereo not drawn)	1	6	5	-3	0.5
36	Cc1ccc(N=C2NC(=O)/C(=C\c3cccs3)S2)cc1C	2	-3	9	-30	-0.6

#	TCR CD3 inh	PRMT1 FP inh	MBD2 DNA inh	UHRF1 binding	Tn6 DDE FP
25	-5	5	2	1	-12
26	-3	-6	4	-2	-4
27	1	1	1	6	-7
28	5	-3	-1	-2	13
29	-6	1	-3	2	3
30	4	-4	-1	1	8
31	3	-1	3	-4	-1
32	0&4	0&-1	-3&3	3&-1	-3&-7
33	-4	1	-2	11	0
34	8	0	-3	-2	3
35	6	0	-3	-2	3
36	-1	4	8	4	5

(further entries)
#	Molecule	LEDGF integ inh	Tn7 DDE FP	TDP2 inh	SIAE primary	KLK7 zymogen act
37	COc1ccc(C(C#N)CC(=O)c2ccc(OC)c(OCc3ccccc3)c2)cc1OC (stereo not drawn)	-1	1	-9	-6	-2.1
38	Clc1ccccc1Cc1noc(CN2CCN3CCCC3C2)n1 (stereo not drawn)	2	4	-3	4	-0.3
39	c1ccc2[nH]c(CSc3nc4ccccc4s3)nc2c1	-5	-1	6	-5	0.4
40	COc1cc(-c2cc3nc4ccccc4n3c(N)c2C#N)cc(OC)c1OC	2	-4	4	8	-124
41	Cc1ccccc1-c1ccc2c(c1)[C@@H]1C[C@H]3[C@@H](CN1CC2)[C@H](C)OC(c1ccccc1)N3C (stereo partly drawn)	1	0	-4	-4	6.2
42	Cc1ccc(S(=O)(=O)N2CCC(C(=O)OCC(=O)N3CCCC(C)C3)CC2)cc1C (stereo not drawn)	-2	-5	-7	-1	0.1
43	CC(C)n1ncc2c(C(=O)NCCc3ccc(F)cc3)cc(C3CC3)nc21	-6	3	-8	-6	-2.3
44	CN(C1CCCCC1)S(=O)(=O)c1cccc2nsnc12	-4	7	5	-5	-0.4
45	N/C(=N\OC(=O)c1ccc2ccccc2c1)c1ccccn1	-3	6	-3	-8	0.2
46	CCC(=O)Nc1ccc2c(c1)Cc1cc(NC(=O)CC)ccc1-2	1	-8	9	4	0.0
47	CCCCNc1c(-c2ccc(Sc3ccc(OC)cc3)cc2)nc2cc(C)ccn12	1	0	-4	15	-38
48	CCN(CC)c1ccc(C(=O)OCC(=O)Nc2ncccn2)cc1	-4	0	12	1	0.5
49	CCOC(=O)C1CCCN(/C=C2\SC(=S)N(CC)C2=O)C1 (stereo not drawn)	2	0	-11	-3	0.3
50	CCn1c(/C=N/NC(=O)c2ccc(OC)cc2)nc2ccccc21	2	-8	2	-12	-0.5
51	COc1ccc(NC(=O)C#Cc2ccccc2)cc1	-2	6	3	0	-0.4

#	TCR CD3 inh	PRMT1 FP inh	MBD2 DNA inh	UHRF1 binding	Tn6 DDE FP
37	-1	3	-4	-3	10
38	-2	6	4	29*	-1
39	3	0	2	-4	-4
40	4	3	-3	2	-2
41	4	-1	-3	-1	2
42	2	6	-4	-1	-3
43	-11	1	3	3	-2
44	12	1	-3	-2	2
45	-4	3	2	-5	0
46	1	-3	-2	6	0
47	-4	2	-6	0	-9
48	5	1	5	3	2
49	-3	0	-1	-2	-5
50	7	2	-1	-4	6
51	-7	-1	2	1	-10
